PfHsp40 rescue – compounds rescuing yeast from Plasmodium falciparum HSP40 toxicity; S. cerevisiae expressing PfHsp40, growth rescue, ATP luminescence; growth rescue, % at 12.5 µM; actives 0.68% (n = 340,000); in the data active = growth rescue above about 28%, passing the limit was not always enough; inconclusive = no clear call, values can overlap the other calls;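 also: yeast W303a lacking pdr1 and pdr3 grown in galactose medium; growth measured after three days at 30 °C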
FadD28 FP inh – inhibitors of Mycobacterium tuberculosis FadD28 bisubstrate binding; AID 588549; actives 0.22% (n = 360,000); FadD28 bisubstrate probe binding, fluorescence polarization; inhibition, % at 12.5 µM; in the data active = inhibition above about 8.5%, passing the limit was not always enough; inconclusive = no clear call, values can overlap the other calls
FBA Mtb inh – Mtb fructose-bisphosphate aldolase inhibition. actives 2.3% (n = 360,000). purified M. tuberculosis FBA, fluorescence read-out. AID 588726. inhibition, % at 1 µM. P9WQA3; in the data active = inhibition above about 27%;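 also: 0% = vehicle and 100% = reference inhibitor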
BoNT F protease – BoNT F light chain protease inhibition. inhibition, % at 10 µM. actives 0.22% (n = 360,000). Multiplex microsphere protease cleavage assay, flow cytometry. AID 588497; in the data active = inhibition above about 35%, passing the limit was not always enough; inconclusive = no clear call, values can overlap the other calls; also: plate controls were buffer without enzyme for full effect and enzyme alone for no effect
Mtb BioA inh – BioA (M. tuberculosis) enzyme inhibition; purified M. tuberculosis BioA enzyme, plate reader; inhibition, % at 9.99 µM; actives 0.096% (n = 360,000); AID 602481; in the data active = inhibition above about 40%; inconclusive = no clear call, values can overlap the other calls
Anthrax LF inh2 – anthrax lethal factor protease inhibition; actives 0.12% (n = 360,000); inhibition, % at 10 µM; P15917; AID 588501; multiplex microsphere protease cleavage assay, LF; also: plate controls were buffer without enzyme for full effect and enzyme alone for no effect
Target sequence (P15917 whole entry, looked up): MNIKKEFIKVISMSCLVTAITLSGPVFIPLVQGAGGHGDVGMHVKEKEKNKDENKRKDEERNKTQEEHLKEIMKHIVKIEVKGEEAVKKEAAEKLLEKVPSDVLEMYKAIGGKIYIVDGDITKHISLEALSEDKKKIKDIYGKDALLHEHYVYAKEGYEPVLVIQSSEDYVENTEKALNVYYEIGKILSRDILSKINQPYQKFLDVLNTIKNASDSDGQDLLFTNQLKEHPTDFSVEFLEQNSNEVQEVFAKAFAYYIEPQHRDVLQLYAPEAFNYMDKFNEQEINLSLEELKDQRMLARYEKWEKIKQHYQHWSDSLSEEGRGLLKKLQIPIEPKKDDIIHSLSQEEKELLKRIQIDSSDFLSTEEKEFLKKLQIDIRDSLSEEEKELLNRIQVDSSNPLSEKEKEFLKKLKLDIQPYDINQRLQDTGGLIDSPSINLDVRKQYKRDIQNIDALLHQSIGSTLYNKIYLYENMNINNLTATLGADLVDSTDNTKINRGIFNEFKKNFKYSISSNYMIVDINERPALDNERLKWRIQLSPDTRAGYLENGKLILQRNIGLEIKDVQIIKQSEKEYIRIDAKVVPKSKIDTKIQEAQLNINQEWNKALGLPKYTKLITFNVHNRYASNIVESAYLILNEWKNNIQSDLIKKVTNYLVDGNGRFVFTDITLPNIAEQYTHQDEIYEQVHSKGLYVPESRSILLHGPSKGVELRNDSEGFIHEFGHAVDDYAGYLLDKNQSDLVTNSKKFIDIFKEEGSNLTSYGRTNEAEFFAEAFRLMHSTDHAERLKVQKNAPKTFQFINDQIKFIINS
GDH-TPI counter – inhibits GDH-TPI coupling enzymes, artifact for Mtb FBA screen. GDH-TPI coupled enzyme counterscreen, NADH absorbance. inhibition, % at 4.8 µM. actives 1.2% (n = 360,000). AID 588335; in the data active = inhibition above about 30%;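 also: 0% = DMSO wells and 100% = wells lacking the enzyme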
BoNT-A LC inh2 – inhibitors of Botulinum neurotoxin A light chain protease; multiplex microsphere protease substrate cleavage, flow cytometry; inhibition, % at 10 µM; actives 0.17% (n = 360,000); AID 588499; also: plate controls were buffer without enzyme for full effect and enzyme alone for no effect
Mtb UGM inh – Mtb UDP-galactopyranose mutase inhibition; P9WIQ1; purified UGM, fluorescence polarization probe displacement; inhibition, % at 10 µM; actives 0.06% (n = 320,000); in the data active = inhibition above about 10%, passing the limit was not always enough; inconclusive = no clear call, values can overlap the other calls
An asterisk follows results filed as active; ? = inconclusive; / = not tested or not shown; & = joins results of further samples. Rule as the data show it, unless noted: active = inhibition above about 30%; inconclusive = no clear call, values can overlap the other calls; inactive = below that.

SMILES	PfHsp40 rescue	FadD28 FP inh	FBA Mtb inh	BoNT F protease	Mtb BioA inh	Anthrax LF inh2	GDH-TPI counter	BoNT-A LC inh2	Mtb UGM inh
C#CC(C)OCC1CNC(=S)O1 (configuration not stated)	/	-2.8	-2	4	-0.7	0	3	-0.5	/
COc1cccc(CSc2ccc(S(=O)(=O)N3CCOCC3)cc2C(=O)NCC2CCCO2)c1OC (configuration not stated)	1.0	-2.6	2	-7	/	6	6	-0.6	-2.1
Cn1nc(C(F)(F)F)c(/C=N/OC(=O)c2ccccc2)c1Sc1ccc(Cl)cc1	-0.4	-2.9	1	-4	/	-2	10	0.2	-0.3
CCC1(C2=CCCCC2)C(=O)NC(=S)N=C1N (configuration not stated)	-2.0	0.2	-1	-2	-2.1	-6	12	-0.4	/
Cc1ccc(Cl)cc1N1CCN(C(=O)Cc2cn(C)c3ccccc23)CC1	2.6	-1.7	-5	0	-0.5	-2	2	-1.5	-2.0
CCCC(C)C(=O)Nc1cc([N+](=O)[O-])ccc1F (configuration not stated)	0.2	-1.4	-7	2	-0.8	-2	13	-0.2	2.4
CC1=NN(C(=O)c2ccc(Cn3nc(C)c(Br)c3C)cc2)C(O)(C(F)(F)F)C1 (configuration not stated)	0.3	0.8	-3	0	/	0	12	-0.4	2.1
Cc1cc(OCC(=O)NC2CCN(Cc3ccccc3)CC2)c2c(C)cc(=O)oc2c1	-0.7	-1.1	19	2	-1.1	5	0	-0.7	-1.2
CC1CCc2sc(C(=O)Nc3nnc(SCc4ccc(F)cc4)s3)cc2C1 (configuration not stated)	1.3	-1.2	3	-11	/	0	14	0.6	-2.1
CC(C)(C)OC(=O)CNC(=O)c1[nH]cnc1C(=O)NC1CCNCC1	-1.0	-1.5	1	-7	-3.2	-8	3	-0.4	0.1
N#Cc1cc2c(nc1SCc1cccc(Cl)c1)CCCCC2	0.1	-1.1	0	5	-0.2	0	-2	1.1	-1.7
O=C(Nc1cc(C(F)(F)F)ccc1Cl)c1cccc(N2C(=O)CCC2=O)c1	-0.7	-0.4	-2	-1	-1.4	3	-7	-0.8	-2.4
CCC(C)(C)n1nnnc1C(c1cccs1)N1CCCCC1 (configuration not stated)	-0.8	-0.9	-3	-5	2.6	-2	-2	-0.7	-1.2
Cc1cccc(N2CC(C(=O)OCc3ccc([N+](=O)[O-])cc3)CC2=O)c1 (configuration not stated)	0.5	-2.4	0	-1	/	-5	9	-1.0	-1.8
COc1nnc(-c2ccc(C)c(S(=O)(=O)N(C)C)c2)c2ccccc12	0.1	-3.3	0	?	2.7	4	3	3.8	0.2
COc1ccc(C(CNC(=O)Cn2c(=O)oc3ccccc32)N(C)C)cc1 (configuration not stated)	0.3	-2.4	-2	-2	-0.7	0	2	-1.2	-0.2
COCCNC(=O)c1c[nH]c2ccc(S(=O)(=O)Nc3ccc(F)cc3F)cc2c1=O	-0.9	-3.8	0	-18	-0.6	-5	7	-1.9	3.1
Cc1cccc(/C=N/NC(=O)Cn2nnnc2N)n1	-1.6	-2.3	-3	?	-1.6	-4	-1	1.0	-0.3
COc1ccc(C(C(=O)NC2CCCC2)N(C(=O)c2ccco2)c2ccc3c(c2)OCO3)cc1OC (configuration not stated)	1.9	-0.2	-2	3	-2.3	-7	6	-0.4	-0.4
COc1ccc(CCC(C)NCCc2ccccc2)cc1 (configuration not stated)	-0.8	-2.6	3	-6	0.0	-2	-5	-1.0	0.2
CC(=O)Nc1ccc(Nc2nc(C)cc(C)n2)cc1	0.1	-1.1	3	/	0.1	/	3	/	2.3
Cc1ccc(-n2[nH]c(C)c(/C=N/c3cccc(C)n3)c2=O)cc1	-1.3	0.0	3	-18	-1.4	-9	13	-1.1	-2.4
O=C(Nc1cccc(S(=O)(=O)NC2=NCCCCC2)c1)c1cc(-c2ccco2)nc2ccccc12	-0.7	-1.9	18	2	-0.4	-4	10	0.5	-0.5
N#Cc1c2c(c(Nc3ccc(F)cc3)n3c1nc1ccccc13)CCCC2	0.7	-1.8	3	2	/	-2	11	0.1	/
CN1CCN(Cc2nc3ccccc3n2C)CC1CCO (configuration not stated)	1.0	0.0	-1	9	-2.7	-2	4	-2.1	1.6

Continuation.
SMILES	PfHsp40 rescue	FadD28 FP inh	FBA Mtb inh	BoNT F protease	Mtb BioA inh	Anthrax LF inh2	GDH-TPI counter	BoNT-A LC inh2	Mtb UGM inh
CC(=O)Nc1cccc(NC(=O)CCc2ccccc2)c1	-0.6	-1.0	1	3	8.1	0	2	0.2	1.1
C[C@@H]1CCCCO[C@H](CN(C)C(=O)Cc2ccccc2)[C@@H](C)CN([C@H](C)CO)C(=O)c2cc(NC(=O)Nc3ccccc3)ccc2O1	/	0.0	-1	-1	-2.0&-0.7	-5	11	-0.6	/
CC(=O)Nc1c(N)c2ccccc2oc1=O	-1.1	0.2	1	-3	/	-6	-1	-1.1	3.3
CC1C2C(C)N(C)C(=O)N(C)C2N(C)C(=O)N1C (configuration not stated)	-1.3	-1.9	4	/	-0.3	/	0	/	1.2
COc1ccc(/C=N/NC(=O)c2cccc(C(=O)N/N=C/c3ccc(OC)cc3)n2)cc1	1.2	-2.7	0	-2	/	-8	14	2.3	-1.4
O=C1NC(c2ccccc2)=C(c2nc3ccccc3s2)C(c2ccccc2)N1 (configuration not stated)	-0.4	-2.9	0	-9	-0.7	-3	34*	-1.6	-0.9
CCCOC(=O)c1ccc(NC(=O)CSC2=Nc3ccccc3C3CC=NN23)cc1 (configuration not stated)	-0.6	-0.6	2	-10	-6.1	-13	4	0.2	1.9
COCCn1c(SCC(=O)N2CCOCC2)nnc1-c1ccncc1	3.6	0.0	-2	2	0.5	-11	0	0.9	-0.9
CC(C)C[C@@H](CC#N)N1CCN(CCc2ccccc2)CCC1=O	-1.8	1.1	0	-14	-1.0	-4	-2	1.3	-0.8
Cc1ccc(NCCC(=O)c2ccc(Cl)c(Cl)c2)cc1	-0.3	-3.4	2	-3	-0.5	0	7	?	-4.4
O=C(Nc1ccc(OC(F)(F)F)cc1)c1ccccc1-n1cnnn1	-1.6	-0.6	-1	/	0.2	/	0	/	0.6
CCOC(=O)c1c(C)[nH]c(C(=O)OCC(=O)c2ccccc2)c1C	0.7	0.3	0	-7	/	4	8	-0.2	0.1
C=CCN1C(=O)CSc2ccc(C(=O)N3CCC4(CC3)OCCO4)cc21	-0.6	-0.5	3	-8	1.2	-3	4	-4.8	-1.2
CCCCOc1ccc(S(=O)(=O)n2c(C)nc3ccccc32)cc1	0.3	-0.4	-1	-5	3.8	-2	5	-0.1	-3.8
COc1ccccc1N(C)S(=O)(=O)c1ccc(C)c(C(=O)NCc2ccccn2)c1	0.6	-1.9	-2	/	-1.0	/	-4	/	-0.6
COc1ccc(Cn2nnnc2C(c2cc3cccc(C)c3[nH]c2=O)N2CCN(C)CC2)cc1 (configuration not stated)	1.8	-0.5	7	-6	/	-8	6	-0.6	-1.9
COc1ccc(-c2nnc3ccc(SC)nn23)cc1	0.6	-5.0	2	12	1.7	-4	-10	10	2.2
COc1ccc(OCC(O)CNC(=O)c2sccc2Cl)cc1 (configuration not stated)	-0.7	-4.0	2	2	/	0	2	-0.2	1.3
Cc1ccc(-n2nc(C)c3c2OC(N)=C(C#N)C3c2ccc(F)cc2)cc1 (configuration not stated)	0.5	0.1	2	-1	0.3	1	15	-0.3	-2.3
COc1ccc(NC(=O)CC2SC(=Nc3ccccc3)NC2=O)cc1 (configuration not stated)	0.3	-0.7	-3	-9	-4.1	0	3	0.8	-0.6
C=CCN1C(=O)NC(=O)/C(=C/c2ccc(OC)c(CSc3ccccn3)c2)C1=O	-0.9	-4.0	-6	-5	3.3	-2	-3	-0.5	0.0
CCOCc1c(C(=O)NC2=Nc3ccccc3NC(CC)=C2C(=O)OCC)oc2ccccc12	2.2	-1.4	0	-5	/	-4	-1	0.0	1.3
COc1ccc2nc(C)cc(N3CCC(C(N)=O)CC3)c2c1	-0.7	0.5	3	8	-3.4	0	15	1.0	-1.3
NC(=S)NN=C1CCCCCCCCCC1	-1.9	0.4	1	-1	-0.1	1	-1	-0.1	/
Cc1cc(Cl)ccc1NC(=O)CN1C(=O)NC2(CCCC2)C1=O	0.7	0.5	0	0	1.6	12	-3	-2.3	5.5

Part of the list above, with two lines to a compound.
Results follow in this order: PfHsp40 rescue, FadD28 FP inh, FBA Mtb inh, BoNT F protease, Mtb BioA inh, Anthrax LF inh2, GDH-TPI counter, BoNT-A LC inh2, Mtb UGM inh
- NC(=S)NN=C1CCCCCCCCCC1
→ -1.9, 0.4, 1, -1, -0.1, 1, -1, -0.1, /
- CCOC(=O)c1c(C)[nH]c(C(=O)OCC(=O)c2ccccc2)c1C
→ 0.7, 0.3, 0, -7, /, 4, 8, -0.2, 0.1
- CCCOC(=O)c1ccc(NC(=O)CSC2=Nc3ccccc3C3CC=NN23)cc1 (configuration not stated)
→ -0.6, -0.6, 2, -10, -6.1, -13, 4, 0.2, 1.9
- Cc1ccc(NCCC(=O)c2ccc(Cl)c(Cl)c2)cc1
→ -0.3, -3.4, 2, -3, -0.5, 0, 7, ?, -4.4

(more compounds)
SMILES	PfHsp40 rescue	FadD28 FP inh	FBA Mtb inh	BoNT F protease	Mtb BioA inh	Anthrax LF inh2	GDH-TPI counter	BoNT-A LC inh2	Mtb UGM inh
COc1ccccc1-c1coc2cc(O)cc(O)c2c1=O	-0.4	-4.3	0	1	1.7	0	11	-0.1	-1.5
O=C(Nc1ccc(S(=O)(=O)N2CCCCC2)cc1)c1ccc(CN2CCc3ccccc3C2)cc1	0.7	-3.1	0	-1	5.8	11	8	0.2	0.2
O=C(OCc1nnc(-c2ccc(Cl)cc2)o1)c1ccc(O)cc1	25	-1.8	0	5	/	-3	0	1.0	-2.1
COCCNC(=O)C1Cc2cc(S(=O)(=O)N3CCCC3)ccc2N1C(C)=O (configuration not stated)	-0.4	-0.3	1	5	-2.5	4	4	3.7	-0.1
COc1ccc(N2CCN(C(=O)c3ccc(S(=O)(=O)N4CCOCC4)cc3)CC2)cc1	1.7	1.8	6	2	-1.4	2	3	-0.5	-0.4
O=C(c1ccc(Cl)cc1)N1CCC(O)(CSc2ccccc2)CC1	0.5	-1.6	-1	0	4.9	-3	2	0.2	0.8
O=C(Nc1ccccc1Cl)ON=C1c2ccccc2-c2ccccc21	88*	-7.1	-3	-9	/	0	5	-0.6	3.2
COC(=O)C1=C(c2cccc(C#N)c2)C[C@@H]2CC[C@H]1N2C(=O)NCCNC(C)=O	-0.5	0.4	0	1	-0.4	1	3	0.0	-3.2
COc1ccc(OC)c(C2C(C(=O)c3ccccc3)=C(C)Nc3nc4ccccc4n32)c1 (configuration not stated)	-0.3	0.3	0	6	0.0	4	10	-0.7	0.5
COc1ccc(NC(=O)C23CC4CC(C2)CC(n2cnc(Br)n2)(C4)C3)c(C)c1	-0.8	-2.6	2	16	0.0	7	15	1.6	-0.6
O=C(c1cc2cc(F)ccc2[nH]1)N(Cc1cccnc1)CC1CCCN(C2CCCCC2)C1 (configuration not stated)	1.8	-3.2	0	-7	4.9	-4	4	-2.8	4.7
CN1C(=O)C(=Cc2coc3ccccc3c2=O)C(=O)N(C)C1=O	-0.1	-1.4	1	5	/	-4	-4	0.7	-0.7
O=C(O)CCCSCC(=O)Nc1ccccc1	0.1	-1.2	0	-5	-3.5	-4	6	0.2	-1.2
CCOC(=O)c1cc(C)nc(N2CCCCC2)c1C#N	0.3	-1.8	-1	-7	/	2	6	0.1	1.9
CCCn1ncc(CN2CCC(n3nccc3NC(=O)c3ccccc3OC)CC2)c1C	-1.0	-1.5	-4	-5	-0.1	-3	-8	0.0	-1.1
COc1cc(OC)c(N(C)S(=O)(=O)c2cccc(C(=O)Nc3nccs3)c2)cc1Cl	1.6	-6.4	-2	-18	-1.5	-8	0	-1.0	2.9
Cc1sc2ncnc(OCC(=O)NC3CCS(=O)(=O)C3)c2c1C (configuration not stated)	0.8	-3.6	3	-4	-0.4	1	-4	-0.9	-0.7
COc1ccc(C(=O)NC(C)c2ccc(-n3ccnc3)cc2)cc1S(=O)(=O)N1CCOCC1 (configuration not stated)	-0.5	-0.6	2	-2	0.4	-1	4	0.4	/
